ANO1 block: TMEM16A chloride channel inhibitors, primary screen, cell-based, HTS; AID 588511, 2011; normalized B-score (activity score, 25-100; higher = stronger inhibition) at 10 µM; Anoctamin-1 (Mus musculus), Q8BHY3; HEK293 TMEM16A/YFP iodide influx fluorescence, ionomycin; 1.2% of 310,000 active;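 active = ratio plate-corrected score three or more library SD toward inhibition, starting fluorescence score within five deviations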;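 note: score derived from kinetic fluorescence span divided by baseline fluorescence per well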
Target sequence (Q8BHY3 whole entry, looked up): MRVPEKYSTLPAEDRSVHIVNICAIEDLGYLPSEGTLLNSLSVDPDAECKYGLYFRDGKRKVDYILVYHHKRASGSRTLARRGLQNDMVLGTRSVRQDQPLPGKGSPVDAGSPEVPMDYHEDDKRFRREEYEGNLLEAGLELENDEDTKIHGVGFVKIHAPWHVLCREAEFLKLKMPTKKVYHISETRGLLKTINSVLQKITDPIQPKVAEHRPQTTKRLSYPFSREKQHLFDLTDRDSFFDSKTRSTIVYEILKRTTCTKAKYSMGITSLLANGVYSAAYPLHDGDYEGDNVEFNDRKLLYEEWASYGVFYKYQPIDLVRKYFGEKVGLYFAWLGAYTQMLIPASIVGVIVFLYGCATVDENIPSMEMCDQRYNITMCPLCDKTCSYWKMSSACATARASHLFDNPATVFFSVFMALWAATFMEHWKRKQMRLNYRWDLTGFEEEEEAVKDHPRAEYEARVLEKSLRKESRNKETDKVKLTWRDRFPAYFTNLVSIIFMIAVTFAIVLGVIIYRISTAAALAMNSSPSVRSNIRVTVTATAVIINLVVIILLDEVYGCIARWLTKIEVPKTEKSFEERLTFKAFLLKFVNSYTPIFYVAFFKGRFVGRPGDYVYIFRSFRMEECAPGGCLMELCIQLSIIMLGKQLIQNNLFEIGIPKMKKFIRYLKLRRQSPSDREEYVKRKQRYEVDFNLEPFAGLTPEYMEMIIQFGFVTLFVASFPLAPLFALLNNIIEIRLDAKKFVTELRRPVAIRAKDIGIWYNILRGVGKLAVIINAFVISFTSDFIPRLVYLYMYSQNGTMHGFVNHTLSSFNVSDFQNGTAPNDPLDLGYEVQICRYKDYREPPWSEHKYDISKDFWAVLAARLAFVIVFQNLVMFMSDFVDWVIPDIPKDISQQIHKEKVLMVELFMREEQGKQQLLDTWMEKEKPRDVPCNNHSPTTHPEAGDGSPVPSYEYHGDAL
TMEM16A act: TMEM16A chloride channel activators or potentiators, primary screen, cell-based, HTS; 0.3% of 340,000 active; HEK293 TMEM16A/YFP-H148Q/I152L, iodide quench fluorescence; hits give low values; B-score at 10 µM; AID 623877, 2012; Anoctamin-1 (Mus musculus), Q8BHY3;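 active = fluorescence-ratio B-score plate-corrected deviation score at least 3 library SD below zero, with starting fluorescence score within 5 deviations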;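 note: channel opened by trigger with iodide after compound preincubation; score built on the fluorescence ratio of max minus min over baseline; more negative score means more quench and so TMEM16A activation or potentiation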
TRPC6 inhibitor: mouse TRPC6 channel inhibitors, primary screen, cell-based, HEK293, membrane potential dye; Short transient receptor potential channel 6 (Mus musculus), Q61143; ACh-evoked depolarization; hits give low values; B-score at 10 µM; 1.1% of 310,000 active;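 active = B-score under library mean minus 3 SD, initial fluorescence not abnormally high, positive integrated signal ratio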;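 note: B-score derived from integrated fluorescence ratio over the kinetic read; more negative B-score means stronger inhibition of depolarization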
TRPC6 act: mouse TRPC6 channel activators, primary screen, cell-based, HEK293, membrane potential dye; HEK293-TRPC6 membrane potential dye fluorescence; hits give high values; B-score at 10 µM; 0.13% of 310,000 active; AID 2550, 2010;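 active = B-score of the integrated fluorescence ratio above library mean plus 3 SD, and starting fluorescence ratio within library mean plus 5 SD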;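 note: higher score means more depolarization so channel activation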
MrgX1 PAM: positive allosteric modulators of MrgX1, primary screen, HEK293 cells, Fluo-4 calcium flux. Mas-related G-protein coupled receptor member X1 (Homo sapiens), Q96LB2. FDSS; hits give high values. B-score at 10 µM. 0.63% of 310,000 active. AID 588675, 2011;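 active = plate-corrected calcium response at least 3 library SD above typical, normal starting fluorescence, not activating the receptor alone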;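 note: compound read alongside a low EC10 to EC30 dose of BAM8-22 agonist; peak minus trough fluorescence over baseline measured at the second addition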
TRPC4 act: activators of mouse TRPC4 channel, primary screen, Fluo4 calcium, HEK293 TRPC4beta/mu-opioid cells; B-score at 10 µM; Short transient receptor potential channel 4 (Mus musculus), Q9QUQ5; Fluo4 calcium fluorescence; hits give high values; 0.49% of 310,000 active;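 active = B-score above 5 SD of library B-scores, and initial fluorescence ratio not above library mean plus 5 SD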;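 note: positive B-score marks a calcium rise read as TRPC4 activation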
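System: HEK293 cells stably co-expressing mouse TRPC4beta and mu-opioid receptor; Schedule: Fluo4 dye loading 45 min at room temperature, 110 s recording; Detection: Fluo4 fluorescence, kinetic; Evaluation: B-scored integrated calcium fluorescence ratio; Controls: buffer (low) and maximal DAMGO (high).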
TRPC4 inh: inhibitors of mouse TRPC4 channel, primary screen, Fluo4 calcium, HEK293 TRPC4beta/mu-opioid cells. Short transient receptor potential channel 4 (Mus musculus), Q9QUQ5. DAMGO-evoked Fluo4 calcium flux; hits give low values. B-score at 10 µM. 0.39% of 300,000 active;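 active = B-score over 3 SD under the library average, no early fluorescence shift, positive overall ratio signal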
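System: stable TRPC4beta/mu-opioid receptor HEK293 cells; Dosing: single-point compound dosing; Measured by: Fluo4 Ca2+ flux fluorescence; Read-out basis: per-well B score of integrated baseline-normalized Fluo4 ratio.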
MrgX1 antag: antagonists of human MrgX1 receptor, primary screen, HEK293 cells, Fluo-4 calcium flux. Mas-related G-protein coupled receptor member X1 (Homo sapiens), Q96LB2. BAM8-22 antagonism; hits give low values. AID 588676, 2011. 1.3% of 310,000 active. B-score at 10 µM;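 active = calcium-response B-score plate-corrected more than 3 library SD below zero, starting fluorescence within 5 deviations, no agonist response on first addition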;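 note: peak minus trough fluorescence over baseline after final BAM8-22 challenge near maximal dose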
RGS4 block: RGS4 inhibitors, primary screen, cell-based, HEK293 M3R inducible RGS4, calcium flux; AID 463165, 2010; 0.45% of 310,000 active; Fluo-4 calcium flux; hits give high values; triggered by carbachol at its EC20; Regulator of G-protein signaling 4 (Homo sapiens), P49798; B-score at 10 µM;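 active = B-score, a plate-corrected calcium signal, over three deviations above library mean, with baseline fluorescence within five deviations of library mean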;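 note: RGS4 expression induced by doxycycline in cells with stable M3 receptor; B-score is computed from the integrated fluorescence ratio over baseline after carbachol; higher B-score means a larger calcium signal and so more RGS4 inhibition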
TRPC4 potent: positive allosteric modulators of TRPC4, primary screen, cell-based, mouse TRPC4beta, HEK293 mu-opioid, Fluo-4 calcium | B-score at 10 µM | 0.42% of 310,000 active | DAMGO EC20, Fluo-4 Ca2+ flux; hits give high values | Short transient receptor potential channel 4 (Mus musculus), Q9QUQ5;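 active = B-score of calcium response area above 5 SD of library B-scores, with initial fluorescence ratio within 5 SD of library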;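 note: B-score of integrated fluorescence ratio over time as area under calcium response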
MrgX1 agonist: agonists of human MrgX1 receptor, primary screen, HEK293 cells, Fluo-4 calcium flux. Fluo-4 calcium fluorescence, agonist mode; hits give high values. B-score at 10 µM. 0.44% of 310,000 active. Mas-related G-protein coupled receptor member X1 (Homo sapiens), Q96LB2;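 active = calcium response B-score plate-corrected fluorescence ratio at least 3 library SD, with starting fluorescence B-score inside 5 SD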
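Test system: HEK293 cells stably expressing human MrgX1 receptor; amount: 15,000 cells per well; doses: compound delivered in addition one of three; times: overnight plating before 1 h dye loading; detection: Fluo-4 NW calcium-flux fluorescence, kinetic read; read-out basis: B-scored fluorescence response ratio; controls: positive and negative controls per plate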
* = called active by the depositor; i = inactive; . = no result given. An unsorted share of the library; about 5.8% have a hit in one of these screens.

SMILES	ANO1 block	TMEM16A act	TRPC6 inhibitor	TRPC6 act	MrgX1 PAM	TRPC4 act	TRPC4 inh	MrgX1 antag	RGS4 block	TRPC4 potent	MrgX1 agonist
CC(O)CN=c1cc(-c2ccccc2)oc2ccc(Cl)cc12 (stereo not given)	i	i	-7.31*	i	i	i	i	i	i	i	i
C=C(C)CSCc1nc2ccccc2[nH]1	i	i	i	i	i	i	i	i	i	i	i
CCOC(=O)N1CCN(C(=O)CCc2c(C)nc3c(c(C)nn3-c3ccc(C)c(C)c3)c2C)CC1	i	i	i	i	i	i	i	i	i	i	i
O/N=C(/c1ccc(F)cc1)C1CC1c1c(F)cccc1Cl (stereo not given)	i	i	i	i	i	i	i	i	i	i	i
COc1ccc(NC(=O)C(C/C=C(/C)Cl)C(C)=O)cc1 (stereo not given)	i	i	i	i	i	i	i	i	i	i	i
Cc1c(Cl)cccc1NC(=O)CCC(=O)NNC(=O)c1ccccc1Cl	i	i	i	i	i	i	i	i	i	i	i
NS(=O)(=O)c1cccc(NC(=O)Cc2ccc(Cl)c(Cl)c2)c1	i	i	i	i	i	i	i	i	i	i	i
CCSc1nc2ccccc2n1CCC(=O)O	i	i	i	i	i	i	i	i	i	i	i
Cc1nnnn1-c1cccc(C(=O)O)c1	i	i	i	i	i	i	i	i	i	i	i
O=C(c1cc(S(=O)(=O)N2CCC3(CC2)OCCO3)ccc1F)N1CCCCC1	i	i	i	i	i	i	i	i	i	i	i
COc1ccccc1NC(=O)C1=C(C)NC(SCC(=O)Nc2ccc(C(=O)O)cc2)=C(C#N)C1c1cccs1 (stereo not given)	i	i	i	i	i	i	i	i	i	i	i
O=C(Nc1nnc(C(F)(F)F)s1)c1ccc(N2C(=O)C3C4C=CC(C4)C3C2=O)cc1 (stereo not given)	i	i	i	i	i	i	i	i	i	i	i
CC(C)(C)c1cc(C(=O)NCc2ccccc2)ccn1	i	i	i	i	i	i	i	i	i	i	i
COc1ccc(NC(=O)c2sc(NC(=O)COc3ccccc3)nc2C)cc1	i	i	i	i	i	i	i	i	i	i	i
Cn1c(=O)c2c(nc(N3CCCCCC3)n2CC(=O)c2ccc(Br)cc2)n(C)c1=O	i	i	i	i	i	i	i	i	i	i	i
COc1ccc(C2CC(c3ccccc3)n3nc(NC(=O)c4cccs4)nc3N2)cc1 (stereo not given)	i	i	i	i	i	i	i	i	i	i	i
O=C(CSc1nc(O)cc(=O)n1-c1ccccc1)Nc1ccccn1	i	i	i	i	i	i	i	i	i	i	i
CCCNC(=O)COc1nc2ccccc2nc1N1CCOCC1	i	i	i	i	i	i	i	i	i	i	i
c1ccc(-n2nnnc2-n2cnc3ccccc32)cc1	i	i	i	i	i	i	i	i	i	i	i
CC1Oc2ccccc2N(CC(=O)Nc2ccc3c(c2)OCCO3)C1=O (stereo not given)	i	i	i	i	i	i	i	i	i	i	i
O=C(CSc1n[nH]c(-c2ccc(Cl)cc2Cl)n1)Nc1ccccn1	i	i	i	i	i	i	i	i	i	i	i
NS(=O)(=O)c1cc(C(=O)OCC(=O)N2CCOCC2)ccc1Cl	i	i	i	i	i	i	i	i	i	i	i
O=c1[nH]c2cc(Cl)c([N+](=O)[O-])nc2[nH]1	i	i	i	i	i	i	i	i	i	i	i
COCCN(C(=O)c1ccccc1F)c1c(N)n(Cc2ccccc2)c(=O)[nH]c1=O	i	i	i	i	i	i	i	i	i	i	i
CCOC(=O)c1nc(C)nc(Sc2n[nH]c(-c3cc(Cl)cc(Cl)c3)n2)c1C	i	i	i	i	i	i	i	i	i	i	i
COc1ccc(Nc2nc(C)cc(C)c2C#N)c(OC)c1	i	i	i	i	i	i	i	i	i	i	i
COc1ccc(CCn2c(NN=C3CCCCC3)nc3c2c(=O)[nH]c(=O)n3C)cc1	i	i	i	i	i	i	i	i	i	i	i
Cc1ccc(N(C(=O)c2csnn2)C(C(=O)NC(C)(C)C)c2cccs2)cc1 (stereo not given)	i	i	i	i	i	i	i	i	i	i	i
O=[N+]([O-])c1ccc(/C=N/n2c(C3CCCCC3)n[nH]c2=S)cc1	i	i	i	i	i	i	i	i	i	i	i
COc1ccc(NC(=S)N(C)CC2COc3ccccc3O2)cc1 (stereo not given)	i	i	i	i	i	i	i	i	i	i	i
Cc1n[nH]c(C)c1CCOc1ccc(C(C)C)cc1	25*	i	i	i	i	i	i	i	i	i	i
O=C(NCc1ccncc1)C1CCCN(S(=O)(=O)Cc2ccccc2)C1 (stereo not given)	i	i	i	i	i	i	i	i	i	i	i
Cc1ccc(N2C(=O)CC(Sc3ccccc3C(=O)O)C2=O)cc1C (stereo not given)	i	i	i	i	i	i	i	i	i	i	i
S=C(NCCCN1CCOCC1)Nc1ccc(N2CCOCC2)cc1	i	i	i	i	i	i	i	i	i	i	i
Cc1ccc(/C=N/NC(=O)c2ccc(OC3CCCC3)cc2)o1	.	i	i	i	.	i	i	.	i	i	.
Cc1cc(Cl)c(S(=O)(=O)NC2CCCCC2)cc1OCC(=O)Nc1nncs1	i	i	i	i	i	i	i	i	i	i	i
COc1ccc(-c2nc(Cc3ccc(Cl)cc3)no2)cc1OC	i	i	.	.	i	.	.	i	.	.	i
Fc1ccccc1CNC(=S)NCc1ccc(Cl)cc1	i	i	i	i	i	i	i	i	i	i	i
CCOC(=O)c1ccccc1NC(=O)C1CSC2(C)CCC(=O)N12 (stereo not given)	i	i	i	i	i	i	i	i	i	i	i
CC1(C)CC(NC(=O)Cc2ccccc2)CC(C)(C)N1	i	i	i	i	i	i	i	i	i	i	i
CC(=O)OC(C(=O)Nc1nccs1)c1ccccc1 (stereo not given)	i	i	i	i	i	i	i	i	i	i	i
COc1ccc(C(CC(=O)O)NC(=O)C(c2ccccc2)c2ccccc2)cc1 (stereo not given)	i	i	i	i	i	i	i	i	i	i	i
Cc1nn(-c2ccccc2)c(C)c1-c1ccccc1O	i	i	i	i	i	i	i	i	i	i	i
COC(=O)Cn1c(CN2CCc3ccccc3C2)nc2c1c(=O)n(C)c(=O)n2C	i	i	i	i	i	i	i	i	i	i	i
O=C(Cc1cccs1)NCc1ccc(Cl)cc1	i	i	i	i	i	i	i	i	i	i	i
CCOC(=O)c1ccc(NC(=S)N(CCCN2CCCCCC2)Cc2ccco2)cc1	i	i	-5.71*	i	i	i	i	i	i	i	i
Fc1cccc(Cc2noc(CN3CCC(c4ccncc4)CC3)n2)c1	i	i	i	i	i	i	i	i	i	i	i
O=C(Cn1[nH]c(=O)c2ccccc2c1=O)Nc1cccnc1	i	i	i	i	i	i	i	i	i	i	i
O=C(NCc1ccccc1)C1=C[C@H](C2CC2)C[C@H](OCCCCO)O1	i	i	i	i	i	i	i	i	i	i	i
Cc1ccccc1Cn1c(=O)n(-c2ccccc2)c(=O)c2ccc(C(=O)NCc3ccco3)cc21	i	i	i	i	i	i	i	i	i	i	i
Nc1nc(-c2ccc3c(c2)OCCO3)c(CC(=O)O)s1	i	i	i	i	i	i	i	i	i	i	i
Fc1cccc(Cc2noc(CN3CCCCC3c3ccccn3)n2)c1 (stereo not given)	i	i	i	i	i	i	i	i	i	i	i
O=C(CN(Cc1ccccc1)C(=O)CCC(=O)Nc1nccs1)NCc1ccco1	i	i	i	i	i	i	i	i	i	i	i
O=C1c2ccccc2C(=O)N1c1ncccn1	i	i	i	i	i	i	i	i	i	i	i
COc1ccc(C(=O)NCc2nnc(SC)n2C2CCCCC2)cc1	i	i	i	i	i	i	i	i	i	i	i
O=C(/C=C/c1ccccc1)CC(O)(c1ccccc1)C(F)(F)C(F)F (stereo not given)	i	i	i	i	i	i	i	i	i	i	i
CC(C)OC(=O)[C@H]1[C@H](c2ccc(Cl)cc2)[C@@](C#N)(C(N)=O)[C@@H]2C=CC(C(N)=O)=CN21	.	i	i	i	.	i	i	.	i	i	.
CCOc1cccc(C(=O)Nc2ccc3[nH]ncc3c2)c1	i	i	i	i	i	i	i	i	i	i	i
CCn1c(CNc2ccc(OC)cc2)nnc1SCC(=O)N1CCCc2ccccc21	i	i	i	i	i	i	i	i	i	i	i
CSC1=C(C#N)C(CC(C)C)C(C(C)=O)=C(C)N1 (stereo not given)	i	i	i	i	i	i	i	i	i	i	i

New compounds follow.
SMILES	ANO1 block	TMEM16A act	TRPC6 inhibitor	TRPC6 act	MrgX1 PAM	TRPC4 act	TRPC4 inh	MrgX1 antag	RGS4 block	TRPC4 potent	MrgX1 agonist
O=C(CN1CCN(c2ccccc2F)CC1)c1c[nH]c2ccc(F)cc12	i	i	i	i	i	i	i	i	i	i	i
CCOC(=O)c1c(C)[nH]c(C(=O)NCc2ccccn2)c1C	i	i	i	i	i	i	i	i	i	i	i
O=C(Nc1nnc(-c2ccco2)o1)c1cccc2ccccc12	i	i	i	i	i	i	i	i	i	i	i
CC(C)(C)C(=O)COC(=O)c1ccc2c(c1)C(=O)N(Cc1ccco1)C2=O	i	i	i	i	i	i	i	i	i	i	i
CC(=O)N(Cc1cc(=O)[nH]c2ccccc12)c1ccc(C)cc1C	i	i	i	i	i	i	i	i	i	i	i
CCOC(=O)CC1C(=O)NCCN1S(=O)(=O)c1ccc(OC)cc1 (stereo not given)	i	i	i	i	i	i	i	i	i	i	i

From PubChem
